TMEM16A act: TMEM16A chloride channel activators or potentiators, primary screen, cell-based, HTS | HEK293 TMEM16A/YFP-H148Q/I152L, iodide quench fluorescence; hits give low values | 340,000 compounds, 0.3% hits | Anoctamin-1 (Mus musculus), Q8BHY3 | AID 623877, 2012 | B-score at 10 µM;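 active = fluorescence-ratio B-score plate-corrected deviation score at least 3 library SD below zero, with starting fluorescence score within 5 deviations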;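 also: channel opened by trigger with iodide after compound preincubation; score built on the fluorescence ratio of max minus min over baseline; more negative score means more quench and so TMEM16A activation or potentiation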
Target sequence (Q8BHY3 whole entry, looked up): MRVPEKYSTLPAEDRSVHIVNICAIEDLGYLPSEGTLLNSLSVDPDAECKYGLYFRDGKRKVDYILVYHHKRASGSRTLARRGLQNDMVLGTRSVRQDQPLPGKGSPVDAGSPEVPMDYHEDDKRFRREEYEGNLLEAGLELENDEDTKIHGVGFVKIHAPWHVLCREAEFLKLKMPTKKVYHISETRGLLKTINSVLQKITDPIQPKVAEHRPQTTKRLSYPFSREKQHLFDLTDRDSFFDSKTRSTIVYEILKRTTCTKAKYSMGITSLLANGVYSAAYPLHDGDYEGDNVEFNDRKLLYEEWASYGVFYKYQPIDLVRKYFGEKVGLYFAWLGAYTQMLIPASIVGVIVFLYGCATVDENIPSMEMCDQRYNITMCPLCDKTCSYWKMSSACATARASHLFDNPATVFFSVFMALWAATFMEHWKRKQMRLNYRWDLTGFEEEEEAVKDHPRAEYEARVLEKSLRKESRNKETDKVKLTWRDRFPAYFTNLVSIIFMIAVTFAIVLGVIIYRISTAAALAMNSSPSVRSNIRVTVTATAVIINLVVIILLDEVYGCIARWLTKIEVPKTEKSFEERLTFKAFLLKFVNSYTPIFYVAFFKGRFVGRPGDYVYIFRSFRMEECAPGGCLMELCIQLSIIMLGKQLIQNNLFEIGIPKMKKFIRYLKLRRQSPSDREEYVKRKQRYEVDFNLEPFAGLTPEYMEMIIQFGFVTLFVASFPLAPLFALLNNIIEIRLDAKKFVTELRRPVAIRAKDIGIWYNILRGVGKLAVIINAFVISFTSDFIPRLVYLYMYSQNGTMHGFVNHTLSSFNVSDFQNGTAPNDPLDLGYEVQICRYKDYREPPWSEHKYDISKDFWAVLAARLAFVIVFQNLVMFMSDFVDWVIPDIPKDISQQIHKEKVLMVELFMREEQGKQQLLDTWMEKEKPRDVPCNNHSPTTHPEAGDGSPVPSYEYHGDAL
Calls only; i = inactive. Not all compounds are listed; the hit share may differ from the screen's.

SMILES	TMEM16A act
CN(C)S(=O)(=O)c1ccc(SCC(=O)Nc2ccc3c(c2)OCCO3)nc1	i
O=C1NC(=O)C(c2ccccc2)N1 (centres undefined)	i
C[C@@H]1CN([C@@H](C)CO)C(=O)c2cc(NS(C)(=O)=O)ccc2O[C@@H]1CN(C)Cc1ccc(C(F)(F)F)cc1	i
COc1ccc([C@H]2CC(=O)C=C(c3ccc(OC(F)(F)F)cc3)C2)cc1	i
COc1ccc([C@H]2CC(=O)C=C(c3c(C)cc(C)cc3C)C2)cc1	i
COc1cc(OC)c(OC)cc1/C=C/C(=O)OCC(=O)Nc1c(C)n(C)n(-c2ccccc2)c1=O	i
Cc1ccc(S(=O)(=O)NCCC(=O)NC2CCCCCC2)cc1C	i
Cc1cc(C2=CC(=O)C[C@H](c3ccc4c(c3)OCO4)C2)ccc1F	i
COC(=O)c1c(NC(=O)CN2C(=O)C(=O)N(C(C)C)C2=O)sc(C)c1C	i
Nc1nc(=O)n(C2CC(O)C(CO)O2)cc1F (centres undefined)	i
COc1ccccc1CC(=O)Nc1cc(S(=O)(=O)N2CCOCC2)ccc1N1CCOCC1	i
CN1CCN(CCCNc2nc3ccccc3c3nc(-c4ccccc4)nn23)CC1	i
O=C(NCc1ccccc1CN1CCCC1)c1cccc(N2CCCC2=O)c1	i
CC1(C)CC(=O)C=C(c2cccc(O)c2)C1=O	i
COc1ccc(CC(=O)OCC(=O)NC2CCCCC2)cc1OC	i
CN(C(=O)COC(=O)C1CCN(S(=O)(=O)c2ccc(Cl)cc2)CC1)C1CCS(=O)(=O)C1 (centres undefined)	i
O=C(COC(=O)c1ccc(F)cc1F)NCc1ccc2c(c1)OCO2	i
COc1ccc(Cl)cc1NC(=O)CN(C)C(=O)c1cccc(S(=O)(=O)N2CCN(C)CC2)c1	i
O=C1N(c2ccccc2C(F)(F)F)OC1(Cc1ccccc1)c1ccccc1 (centres undefined)	i
CC(=O)c1ccc(NC(=O)CNc2cc(S(=O)(=O)N3CCOCC3)ccc2N2CCCC2)cc1	i
CC1(C)Cc2cccc(OCC(=O)NCCc3ccc(S(N)(=O)=O)cc3)c2O1	i
Cc1ccc(OCCC(=O)OCC(=O)N2CC(=O)Nc3ccccc32)cc1	i
C[C@H](CO)N1C[C@H](C)[C@@H](CN(C)S(=O)(=O)c2cccs2)Oc2c(NS(=O)(=O)c3ccccc3)cccc2C1=O	i
NC(=O)Nc1ccc(C(=O)OCC(=O)Nc2sccc2C(N)=O)cc1	i

4 of these compounds, set out differently:
canonical_smiles: COc1ccc(CC(=O)OCC(=O)NC2CCCCC2)cc1OC
- TMEM16A act: i
canonical_smiles: CN(C(=O)COC(=O)C1CCN(S(=O)(=O)c2ccc(Cl)cc2)CC1)C1CCS(=O)(=O)C1 (centres undefined)
- TMEM16A act: i
canonical_smiles: O=C(COC(=O)c1ccc(F)cc1F)NCc1ccc2c(c1)OCO2
- TMEM16A act: i
canonical_smiles: COc1ccc(Cl)cc1NC(=O)CN(C)C(=O)c1cccc(S(=O)(=O)N2CCN(C)CC2)c1
- TMEM16A act: i

The results go on:
SMILES	TMEM16A act
Cc1ccc(CONC(=O)c2cccc([N+](=O)[O-])c2)cc1	i
Cc1ccccc1C1CC(=O)Oc2cc(O)ccc21 (centres undefined)	i
COc1ccccc1[C@H]1C(c2cccc(C)c2)=NN(c2ccccc2)[C@@H]1CO	i
Cc1cc(C)n2nc(/C(C#N)=C/c3ccccc3)c(C#N)c2n1	i
Cc1cccc(NC(=O)COC(=O)[C@@H]2CCCN2C(=O)c2cccs2)c1	i
COc1cccc(C2=CC(=O)C[C@H](c3ccc(F)cc3)C2)c1OC	i
COc1ccc(C2=Nn3c(nnc3-c3ccccc3F)SC2)cc1OCC1CC1	i
CCOC(=O)N(O)c1ccc(C=Cc2ccccc2)cc1	i
O=C(CSc1nnc(-c2ccncc2)o1)Nc1cccc(Cl)c1	i
COc1ccc(S(=O)(=O)N2CCN(CC(=O)N3CCc4ccccc4C3)CC2)cc1OC	i
CCN(c1ccccc1)S(=O)(=O)c1ccc(C(=O)NCCCN2CCOCC2)cc1	i
CN(CC(=O)Nc1ccccc1C(F)(F)F)C(=O)c1ccccc1Sc1ccccc1C#N	i
O=C(COC(=O)CN1CCSC1=O)Nc1ccc(F)cc1Cl	i
COc1ccc2c(c1)[C@H]1[C@H](CO2)[C@H](c2ccccc2)[C@]2(C)C(=O)Nc3ccc(C)cc3C(=O)N12	i
CCOc1ccc(NC(=O)CN(C)C(=O)c2sccc2-c2ccccc2)cc1OCC	i
CCCn1c(SCC(=O)NCc2ccc3c(c2)OCO3)n[nH]c1=O	i
CC1CCCN(C(=O)c2ccc3ncsc3c2)C1 (centres undefined)	i
CCCCn1nc(C(=O)Nc2ccccc2N2CCCC2)c2ccccc2c1=O	i
Fc1ccc2cnc(-c3cccnc3)cc2c1	i
COc1ccccc1CC(=O)Nc1ccc2c(c1)OC1(CCCC1)O2	i
CC(Sc1nnc(C2CC2)n1-c1ccccc1)C(=O)N1CCCC1 (centres undefined)	i
Cc1ccc(C(=O)OC(C)C(=O)Nc2ccc3c(c2)OCO3)c(O)c1 (centres undefined)	i
Cn1c(=O)c2c(c3ccccc31)OC(=O)CC2c1cccnc1 (centres undefined)	i
Cc1c(NS(=O)(=O)c2cccc(C(=O)NCc3ccco3)c2)c(=O)n(-c2ccccc2)n1C	i
Cc1ccc(S(=O)(=O)N2CCN(C(=O)c3cc4c(s3)CCC(C)C4)CC2)cc1 (centres undefined)	i
COc1ccccc1OCCNC(=O)CCNS(=O)(=O)c1ccc(C)cc1	i
CC(Sc1nnc(N)s1)C(=O)Nc1ccc2c(c1)OCO2 (centres undefined)	i
O=C(Nc1ccc(S(=O)(=O)N2C[C@@H]3C[C@@H](C2)c2cccc(=O)n2C3)cc1)c1ccc(F)cc1	i
COc1cccc(N2CCN(CC(=O)Nc3ccccc3C(=O)NCCc3ccccc3)CC2)c1	i
CC1=CC(=O)Nc2ccccc2S1	i
CN(c1ccccc1)S(=O)(=O)c1cccc(C(=O)NCc2ccccc2)c1	i
CNc1nnc(SCC(=O)c2cc(C)n(C3CC3)c2C)s1	i
COc1ccc(CNC(=O)c2ccc3c(=O)n4c(nc3c2)CCCCC4)cc1OC	i
NC(=O)C1CCCN(CC(=O)Nc2ccccc2C(=O)NC2CC2)C1 (centres undefined)	i
O[C@@H]1Cc2ccccc2O[C@H]1c1ccccc1	i
Nc1cccc2cc(S(=O)(=O)O)ccc12	i

Some of the entries so far, with each value named.
O[C@@H]1Cc2ccccc2O[C@H]1c1ccccc1
- TMEM16A act: i
Nc1cccc2cc(S(=O)(=O)O)ccc12
- TMEM16A act: i

New compounds follow.
SMILES	TMEM16A act
Cc1ccc(S(=O)(=O)NCCCNC(=O)OCc2ccccc2)cc1	i
Cc1cc(C(=O)CSc2ncnc3ccccc23)c(C)n1C1CC1	i
CC(=O)C1=C(C)NC(C)=C(C(C)=O)C1c1ccc(-c2ccccc2Cl)o1	i
O=C(CSc1nc(-c2ccccc2)nc2c1Cc1ccccc1O2)Nc1ccc(C(=O)O)cc1	i
O=c1[nH]c2nc(Br)[nH]c(=O)c2[nH]1	i
CSc1ccccc1NC(=O)COC(=O)/C=C/c1ccco1	i
CN(C)C(CNS(=O)(=O)c1cc([N+](=O)[O-])ccc1Cl)c1ccco1 (centres undefined)	i
Cc1ccccc1OCCC(=O)N(CC(C)C)c1c(N)n(Cc2ccccc2)c(=O)[nH]c1=O	i
O=C1CCCN1C(=O)CSc1nnnn1-c1cccc(F)c1	i
Fc1ccc(C2=NNC(=NCc3ccccc3)SC2)cc1F	i
CC(=O)Nc1ccc(NC(=O)CCN2C(=O)C3CC=CCC3C2=O)cc1 (centres undefined)	i
CC(OC(=O)c1ccc(F)c(S(=O)(=O)N2CCOCC2)c1)C(=O)NCC1CCCCC1 (centres undefined)	i
Cc1cccc(OCCC(=O)NNC(=O)Cn2nc(C)cc2C)c1	i
CN(CC(=O)Nc1ccccc1Cl)C(=O)Cn1cnc2ccccc2c1=O	i
CCCC(=O)Nc1ccc(C(=O)COC(=O)c2cc(C)oc2C)cc1	i
Cc1c(C)c(C)c(S(=O)(=O)NCCC(=O)N2CCN(Cc3ccc(C#N)cc3)CC2)c(C)c1C	i
COc1cc(C(=O)N2CCN(c3cccc(C(F)(F)F)c3)CC2)ccc1OCC(=O)N1CCOCC1	i
Cc1ccc(C)c(NC(=O)CN2C(=O)NC(C)(c3ccc4c(c3)OCCO4)C2=O)c1 (centres undefined)	i
CCOC(=O)C1=C(COC(=O)Cc2ccc(OC)c(OC)c2)NC(=O)NC1C (centres undefined)	i
Nc1ncnc2c1ncn2[C@@H]1O[C@H](COS(=O)(=O)O)[C@@H](O)[C@H]1O	i
CCC1CCC2(CC1)NC(=O)N(CC(=O)Nc1ccc(OC)c(Cl)c1)C2=O (centres undefined)	i
COc1ccc(OCC(=O)NNC(=O)C2CCN(c3ncnc4sc(C)c(C)c34)CC2)cc1	i
CN(C)c1ccc(/C=C2/C[N+](C)(C)C/C(=C/c3ccc(N(C)C)cc3)C2=O)cc1	i
O=C(NCC(F)(F)F)c1ccc(S(=O)(=O)Nc2ccccc2N2CCCC2)cc1	i

Shown with bars between the fields: 5 of the compounds above.
smiles | TMEM16A act
COc1ccc(OCC(=O)NNC(=O)C2CCN(c3ncnc4sc(C)c(C)c34)CC2)cc1 | i
Cc1cccc(OCCC(=O)NNC(=O)Cn2nc(C)cc2C)c1 | i
CCCC(=O)Nc1ccc(C(=O)COC(=O)c2cc(C)oc2C)cc1 | i
CN(C)c1ccc(/C=C2/C[N+](C)(C)C/C(=C/c3ccc(N(C)C)cc3)C2=O)cc1 | i
Nc1ncnc2c1ncn2[C@@H]1O[C@H](COS(=O)(=O)O)[C@@H](O)[C@H]1O | i

Next section.
SMILES	TMEM16A act
O=C(COC(=O)c1ccc(Cl)cc1)NC(=O)NC1CCCC1	i
CCC1(c2ccc(C)cc2)NC(=O)N(C(C)C(=O)Nc2ccc(N3CCOCC3)cc2)C1=O (centres undefined)	i
Cc1cc(C(=O)COC(=O)c2cccc(O)c2)c(C)n1C1CC1	i
Cc1ccc(C(=O)NCCCN2CCOCC2)cc1S(=O)(=O)N1CCCCC1	i
CC1CCCC(NC(=O)COC(=O)CCC(=O)c2ccc(F)cc2)C1C (centres undefined)	i
CC(=O)CC(=O)NC1CCc2ccccc21 (centres undefined)	i
Cc1ccsc1C(=O)OC(C)C(=O)NC1CCCCC1C (centres undefined)	i
CN(CCOc1ccc(Cl)cc1)C(=O)Cc1ccc(S(=O)(=O)N2CCOCC2)s1	i
CC[C@H]1C(Nc2ccccc2)C[C@@H]2CCN3C(=O)CC[C@H]1[C@H]23 (some centres undefined)	i
CC(C(=O)Nc1ccc(C#N)cc1)N(C)CC(=O)N(C)c1c(N)n(Cc2ccccc2)c(=O)[nH]c1=O (centres undefined)	i
Cc1nc2ccccc2c2c(N)cccc12	i
CCCN(CC(=O)Nc1ccccc1C)C(=O)c1ccc(OCc2c(C)noc2C)cc1	i
Cc1ccc(NC(=O)N(O)C2CCCCC2C#N)cc1 (centres undefined)	i
CC1CCC2(CC1)NC(=O)N(CC(=O)N1CCN(C(=O)c3cccs3)CC1)C2=O (centres undefined)	i
O=C1N[C@H](Cc2ccccc2)COC(=O)[C@H](Cc2ccc(F)cc2)CC/C=C/C[C@H]1CC(=O)N(CCO)Cc1ccccc1	i
Cc1noc(C)c1NC(=O)N(C)C[C@H]1Oc2ccc(NC(=O)CCN3CCOCC3)cc2C(=O)N([C@H](C)CO)C[C@@H]1C	i
CN(CC(=O)Nc1ccc(Cl)c(C(F)(F)F)c1)CC(=O)NC1CCCCC1	i
CCC(=O)c1ccc(OCC(=O)N(CC)CC(=O)Nc2ccccc2OC)cc1	i
C[C@H](CO)N1C[C@H](C)[C@@H](CN(C)S(=O)(=O)c2ccccc2)Oc2c(NC(=O)c3ccncc3)cccc2C1=O	i
Cc1ccc(OCC(=O)Nc2nc(C)c(Cl)cc2Cl)c([N+](=O)[O-])n1	i
C[C@]12CC[C@H](O)CC1=CCC1C2CC[C@@]2(C)C1CC[C@@H]2NC(=O)[C@@H](N)CO (some centres undefined)	i
O=C1CC(C(=O)O)C(c2ccccc2)c2ccccc21 (centres undefined)	i
CN(C)S(=O)(=O)c1cccc(C(=O)Nc2cc(S(=O)(=O)N3CCOCC3)ccc2N2CCCC2)c1	i
CCCCN(Cc1nc2ccccc2c(=O)[nH]1)C(=O)COc1ccc(F)cc1Cl	i
CCOC(=O)[C@@H]1[C@H]2COc3ccccc3[C@@H]2N2C(=O)N(c3ccc(C(F)(F)F)cc3)C(=O)[C@@]12C	i
C[C@H](CO)N1C[C@H](C)[C@@H](CN(C)C(=O)Nc2ccccc2)Oc2ccc(NS(=O)(=O)c3cn(C)cn3)cc2C1=O	i
CC1CCCC(NC(=O)COC(=O)c2ccc3ncsc3c2)C1C (centres undefined)	i
CC(C)NC(=O)N(C)C[C@H]1Oc2c(NC(=O)C3CCCCC3)cccc2C(=O)N([C@H](C)CO)C[C@@H]1C	i
CN(C(=O)CSc1cccc[n+]1[O-])c1ccccc1	i
Cc1cc(C)c(OCC(=O)NCC2COc3ccccc3O2)c(C)c1 (centres undefined)	i
COc1cc(CCC(=O)Nc2ccc(S(=O)(=O)N3CCOCC3)cc2)cc(OC)c1OC	i
CCN(C(=O)CSc1nc2ccccc2c(=O)n1-c1ccccc1F)C1CCS(=O)(=O)C1 (centres undefined)	i
Cc1ccccc1-n1nnnc1SCC(=O)c1c(N)n(C2CC2)c(=O)[nH]c1=O	i
O=C1C=C(c2ccc3ncccc3c2)C[C@@H](c2ccc(Cl)cc2)C1	i
Cc1cc(NS(=O)(=O)c2ccc(NC(=O)c3ccc([N+](=O)[O-])s3)cc2)nc(C)n1	i
c1nc(SSc2ncnc3nc[nH]c23)c2[nH]cnc2n1	i
Cc1ccc(C)c(NC(=O)CN(C)C(=O)c2cccc(Oc3ccccc3)c2)c1	i

High-throughput results as filed in PubChem BioAssay.
